P. falciparum M17LAP: P. falciparum M17LAP inhibitors, primary screen, biochemical, fluorogenic H-Leu-NHMec substrate, 1536-well (AID 1619) | hit rate 0.38% among 220,000 | recombinant M17LAP, H-Leu-NHMec fluorogenic kinetic assay; higher % means a stronger effect | one-dose inhibition, % at 30 µM; IC50 in µM for titrated hits;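 active = compound inhibiting the enzyme by more than half at any dose during confirmatory dose-response retesting; inconclusive = strong single-dose inhibitors picked by rank but not retested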;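 note: plate controls were full reaction with DMSO carrier for no effect and no enzyme background for full effect; strong numbers were not always called active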
SIAH1 antagonists: Siah-1 peptide-binding antagonists, primary screen, biochemical, fluorescence polarization, rhodamine-plectin, uHTS (AID 1817); Siah-1 / rhodamine-plectin peptide fluorescence polarization; higher % means a stronger effect; displacement, % at 20 µM, or IC50 in µM where a hit was titrated; hit rate 0.02% among 290,000;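 active = displacement of at least 50% at 20 µM, with a fluorescence ratio check between 0.3 and a set limit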;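 note: plate controls were Siah plus tracer with DMSO for no effect and tracer alone without Siah for full effect; strong numbers were not always called active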
ER stress rescue: rescue of cells from ER stress-induced death, primary screen, 384-well, CSM14.1, thapsigargin, ATP luminescence (AID 1222); 190,000 tested, under 10 active; one-dose cellular ATP content (survival), % at 20 µM; EC50 in µM for titrated hits; CSM14.1 thapsigargin-induced death rescue, ATP luminescence; higher % means a stronger effect;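 active = EC50 below 50 µM in the dose-response confirmation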;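 note: death triggered by thapsigargin at about 15 µM added after 2 h compound pretreatment; cell ATP read after overnight thapsigargin exposure of roughly 18 to 22 hours; normalized against plate controls of thapsigargin alone and 5% DMSO vehicle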
Hep lipid drop: hepatic lipid droplet formation modulation; hit rate 0.4% among 240,000; inhibition, % at 6.5 µM; AML12 mouse hepatocytes, oleate lipid droplets, BODIPY imaging;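 active = lipid droplet intensity inhibited by at least 50%, with more than 500 cells counted; inconclusive = wells with under 300 cells, treated as cytotoxic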
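Test system: AML12 hepatocytes (mouse); reagent: oleate loading, 100 µM; dosing: one dose, 6.5 µM compound; incubation: overnight exposure; signal: fluorescence imaging, 20x objective, two fields per well; read-out basis: % inhibition of corrected integrated BODIPY droplet signal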
XIAP displacement: XIAP antagonists, biochemical, IAP family, fluorescence polarization (AID 1018); displacement, % at 20 µM, or IC50 in µM where a hit was titrated; hit rate 0.007% among 200,000; XIAP BIR domain, fluorescence polarization peptide displacement; higher % means a stronger effect; in the data active = displacement above about 50%; note: a part of the inactive calls stands beside numbers as strong as those of hits
M1AAP inhibition: P. falciparum M1AAP inhibitors, biochemical, fluorogenic H-Leu-NHMec substrate, 1536-well (AID 1445) | recombinant M1AAP, H-Leu-NHMec fluorogenic kinetic assay; higher % means a stronger effect | inhibition, % at 30 µM, or IC50 in µM where a hit was titrated | hit rate 0.42% among 220,000;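 active = primary inhibition above the hit cutoff, then over 50% inhibition at one or more dose response concentrations, cut at about 23% in these data, passing the limit was not always enough; inconclusive = conflicting primary data, or primary hits not chosen for dose response; inactive = low primary inhibition, or under 50% at every dose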;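 note: plate controls were DMSO full reaction for no effect and no enzyme background for full effect; strong numbers were not always called active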
NOD2 inhibition: inhibition of NOD2-driven NF-kB reporter – cell-based, luminescence, uHTS, HEK293 (AID 1566); HEK293 NOD2/NF-kB luciferase reporter, luminescence; higher % means a stronger effect; inhibition, % at 4 µM, or EC50 in µM where a hit was titrated; hit rate 0.63% among 290,000; note: many of its hits are not listed in these tables
LYP phosphatase: inhibitors of LYP phosphatase, biochemical, fluorescence intensity, uHTS (AID 1779) | recombinant LYP phosphatase, fluorescence intensity; higher % means a stronger effect | one-dose inhibition, % at 11.5 µM; IC50 in µM for titrated hits | hit rate 0.054% among 290,000;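 note: plate controls were vehicle with enzyme for no effect and no enzyme for full effect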
AID2073: disruptors of CaV2.2 binding to Mint1 – biochemical, HTRF (AID 2073); HTRF protein-protein interaction, Mint1-CaV2.2; higher % means a stronger effect; one-dose inhibition, % at 20 µM; IC50 in µM for titrated hits; hit rate 0.19% among 290,000; in the data active = inhibition mostly above about 51%, no sharp cut-off; inconclusive = no clear call, values can overlap the other calls; inactive = mostly below about 53%; note: some results filed as inactive read as strong as hits
Hep lipid drop cells 6.5 µM: second read-out of Hep lipid drop, no call of its own (marks repeat the call); cell count; measured here: cell count, cytotoxicity flag;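 cells counted across two imaged fields per well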
Numbers without * were called inactive. Cut-off read from the data, not from the text of the source, unless noted: active = inhibition above about 50%; inactive = the rest.

For Cc1cccc2c(=O)c(C(=O)NCCCN3CCOCC3)c[nH]c12 the results were P. falciparum M17LAP -3.8%, SIAH1 antagonists 7.5%, ER stress rescue 0.1%, Hep lipid drop -1.1, XIAP displacement -3.6%, M1AAP inhibition 3.4%, NOD2 inhibition 10.2%, LYP phosphatase -0.7%, AID2073 15.7% and Hep lipid drop cells 6.5 µM 669.
Screening COc1cccc(C2CC(c3cccs3)=NN2C(=O)CSC2=NN3CCCC(=O)N=C3S2)c1OC (stereo unspecified) returned P. falciparum M17LAP 0.8%, SIAH1 antagonists -2.5%, ER stress rescue -1.3%, Hep lipid drop -2.3, XIAP displacement -9.4%, M1AAP inhibition 2.2%, NOD2 inhibition 7.6%, LYP phosphatase 1.3%, AID2073 7.4% and Hep lipid drop cells 6.5 µM 683.
Screening COc1ccc(-c2cnc(SCC(=O)Nc3cc(C)on3)n2Cc2ccco2)cc1 returned P. falciparum M17LAP -4.9%, SIAH1 antagonists 0.8%, ER stress rescue 2.4%, Hep lipid drop -5.3, XIAP displacement -0.7%, M1AAP inhibition 6.8%, NOD2 inhibition -1.8%, LYP phosphatase -4.2%, AID2073 -3.4% and Hep lipid drop cells 6.5 µM 802.
For COc1ccc(/C=C/C(=O)NC(=S)NCC2CCCO2)cc1 (stereo unspecified) the results were P. falciparum M17LAP 13.2%, SIAH1 antagonists -5.2%, ER stress rescue 2.9%, Hep lipid drop 10.2, XIAP displacement 0.6%, M1AAP inhibition 15.6%, NOD2 inhibition -20.2%, LYP phosphatase -1.8%, AID2073 -6.8% and Hep lipid drop cells 6.5 µM 732.
O=C(Cn1c2[n+](c3ccc(C(F)(F)F)cc31)CCCCC2)Nc1c(F)cccc1F was read as P. falciparum M17LAP 1.0%, SIAH1 antagonists 3.7%, ER stress rescue -1.4%, Hep lipid drop 4.0, XIAP displacement -14.7%, M1AAP inhibition -0.1%, NOD2 inhibition 5.3%, LYP phosphatase -6.7%, AID2073 1.5% and Hep lipid drop cells 6.5 µM 684.
COc1ccc(N=Cc2ccc(-c3ccccc3)o2)cc1 was read as SIAH1 antagonists -3.1%, ER stress rescue 1.3%, Hep lipid drop -0.5, XIAP displacement -2.1%, NOD2 inhibition 1.4%, LYP phosphatase -5.0%, AID2073 -0.9% and Hep lipid drop cells 6.5 µM 725.
For COc1ccc(S(=O)(=O)NCCN2CCOCC2)cc1[N+](=O)[O-] the results were SIAH1 antagonists -3.1%, Hep lipid drop -2.8, NOD2 inhibition -5.3%, LYP phosphatase -7.5%, AID2073 10.0% and Hep lipid drop cells 6.5 µM 776.
`CCOc1ccccc1NC(=S)Nn1cnnc1` gave SIAH1 antagonists -1.8%, Hep lipid drop -11.9, NOD2 inhibition -4.6%, LYP phosphatase -6.6%, AID2073 1.0% and Hep lipid drop cells 6.5 µM 681.
For O=C1Nc2ccc([N+](=O)[O-])cc2OC1CCN1CCCC1 (stereo unspecified) the results were P. falciparum M17LAP 5.7%, SIAH1 antagonists -0.3%, Hep lipid drop 8.9, XIAP displacement -9.2%, M1AAP inhibition 2.6%, NOD2 inhibition 5.5%, LYP phosphatase 1.9%, AID2073 -20.0% and Hep lipid drop cells 6.5 µM 684.
`COc1ccccc1C1CC(=O)Nc2cc(C)c(C)cc21` (stereo unspecified) gave SIAH1 antagonists -8.1%, Hep lipid drop -17.8, NOD2 inhibition -22.6%, LYP phosphatase 1.7%, AID2073 8.8% and Hep lipid drop cells 6.5 µM 847.
For CCCCCCc1nc2ccccc2c(=O)n1NC(=O)c1c(O)c2cccc3c2n(c1=O)CCC3 the results were P. falciparum M17LAP 4.5%, SIAH1 antagonists -0.1%, ER stress rescue -0.1%, Hep lipid drop 16.2, XIAP displacement -4.4%, M1AAP inhibition -1.6%, NOD2 inhibition -1.9%, LYP phosphatase -1.2%, AID2073 0.9% and Hep lipid drop cells 6.5 µM 790.
Cn1nnnc1SCC(=O)N1CCc2ccccc2C1 was read as P. falciparum M17LAP 2.4%, SIAH1 antagonists -0.7%, ER stress rescue -1.1%, XIAP displacement -2.6%, M1AAP inhibition -1.9%, NOD2 inhibition -29.1%, LYP phosphatase -3.7% and AID2073 4.2%.
For Nc1nonc1NC(=O)NN=C1CCCCC1 the results were P. falciparum M17LAP -2.8%, SIAH1 antagonists -3.0%, ER stress rescue -2.1%, Hep lipid drop 0.9, XIAP displacement -1.8%, M1AAP inhibition 3.4%, NOD2 inhibition 23.0%, LYP phosphatase -7.0%, AID2073 1.5% and Hep lipid drop cells 6.5 µM 616.
`CCCC1CC(C)(c2csc(Nc3ccc(OCC)cc3)n2)OC1=O` (stereo unspecified) gave P. falciparum M17LAP 16.3%, SIAH1 antagonists 4.3%, ER stress rescue 7.3%, Hep lipid drop -36.6, XIAP displacement -4.8%, M1AAP inhibition 9.0%, NOD2 inhibition 4.3%, LYP phosphatase 3.4%, AID2073 -4.5% and Hep lipid drop cells 6.5 µM 694.
Screening Cc1ccc(S(=O)(=O)n2c([N+](=O)[O-])cnc2C)cc1C returned P. falciparum M17LAP 0.5%, SIAH1 antagonists 10.6%, ER stress rescue 0.4%, Hep lipid drop 0.2, XIAP displacement -2.3%, M1AAP inhibition -0.8%, NOD2 inhibition 7.9%, LYP phosphatase -5.2%, AID2073 11.0% and Hep lipid drop cells 6.5 µM 719.
CC1=NN(c2ccccc2)C(=O)/C1=C/c1cccc(C)c1 was read as SIAH1 antagonists 1.2%, Hep lipid drop 16.7, NOD2 inhibition 9.7%, LYP phosphatase -6.1%, AID2073 0.6% and Hep lipid drop cells 6.5 µM 859.
For O=C(Nc1ccc(Cl)cn1)Nc1cccs1 the results were P. falciparum M17LAP 1.2%, SIAH1 antagonists -7.3%, ER stress rescue -0.6%, Hep lipid drop 3.3, XIAP displacement -6.8%, M1AAP inhibition inconclusive, NOD2 inhibition -23.3%, LYP phosphatase -11.7%, AID2073 3.6% and Hep lipid drop cells 6.5 µM 769.
`Oc1ccc2n[nH]nc2c1` gave P. falciparum M17LAP 52.4%, SIAH1 antagonists 17.6%, ER stress rescue -1.9%, Hep lipid drop 6.4, XIAP displacement -3.1%, M1AAP inhibition 3.2%, NOD2 inhibition 7.9%, LYP phosphatase -3.9%, AID2073 -6.3% and Hep lipid drop cells 6.5 µM 730.
O=C(Cn1cc([N+](=O)[O-])cn1)N1CCCc2ccccc21 was read as P. falciparum M17LAP -4.5%, SIAH1 antagonists 1.3%, ER stress rescue 2.1%, Hep lipid drop -1.7, XIAP displacement -5.9%, M1AAP inhibition 1.4%, NOD2 inhibition -18.4%, LYP phosphatase -9.1%, AID2073 5.4% and Hep lipid drop cells 6.5 µM 711.
For Cc1cccc(NC(=O)COc2cccc3c2CCN(C)C3=O)c1C the results were P. falciparum M17LAP -2.6%, SIAH1 antagonists -0.3%, Hep lipid drop -20.4, XIAP displacement -7.7%, M1AAP inhibition -1.0%, NOD2 inhibition 20.2%, LYP phosphatase -0.5%, AID2073 11.1% and Hep lipid drop cells 6.5 µM 676.
Screening Cc1cc(C)c(C)c(S(=O)(=O)N2CCN(CC(=O)NC(=O)NCc3ccccc3)CC2)c1C returned P. falciparum M17LAP 0.4%, SIAH1 antagonists 0.3%, ER stress rescue -1.4%, XIAP displacement -3.2%, M1AAP inhibition 0.9%, NOD2 inhibition 15.2%, LYP phosphatase 3.1% and AID2073 13.6%.
`CN(CC(=O)NCCN1CCN(Cc2ccccc2)CC1)S(=O)(=O)c1cccc2nsnc12` gave P. falciparum M17LAP 6.6%, SIAH1 antagonists 2.4%, ER stress rescue 0.7%, XIAP displacement -0.7%, M1AAP inhibition 9.4%, NOD2 inhibition 6.3%, LYP phosphatase -1.1% and AID2073 -3.6%.
`CCOc1ccccc1NC(=O)c1ccccc1-c1nc(-c2ccccc2)no1` gave P. falciparum M17LAP 0.0%, SIAH1 antagonists -1.7%, ER stress rescue -1.8%, XIAP displacement -3.7%, M1AAP inhibition 3.6%, NOD2 inhibition -14.2%, LYP phosphatase -5.6% and AID2073 -2.8%.
C=CCN(CC=C)C(=O)COC(=O)c1ccc(Sc2ncn[nH]2)c([N+](=O)[O-])c1 was read as P. falciparum M17LAP -1.5%, SIAH1 antagonists -2.2%, ER stress rescue -1.3%, Hep lipid drop 6.6, XIAP displacement -2.7%, M1AAP inhibition 4.9%, NOD2 inhibition 1.9%, LYP phosphatase -2.8%, AID2073 -1.4% and Hep lipid drop cells 6.5 µM 718.
`CCO[C@H]1OC(C(=O)O)=C[C@@H](c2ccc3c(c2)OCO3)[C@@H]1CCCO` gave P. falciparum M17LAP 2.7%, SIAH1 antagonists 2.0%, ER stress rescue 0.7%, Hep lipid drop 12.8, XIAP displacement -6.5%, M1AAP inhibition -1.9%, NOD2 inhibition 5.1%, LYP phosphatase -5.9%, AID2073 -8.4% and Hep lipid drop cells 6.5 µM 715.
For CC1CCN(C(=O)CN2C(=O)c3cccc4cccc(c34)C2=O)CC1 the results were P. falciparum M17LAP 2.6%, SIAH1 antagonists -0.3%, ER stress rescue -1.3%, Hep lipid drop 16.5, XIAP displacement -2.7%, M1AAP inhibition -1.9%, NOD2 inhibition 6.7%, LYP phosphatase 1.3%, AID2073 -4.3% and Hep lipid drop cells 6.5 µM 699.
Cc1ccc(OCc2nnc(SCC(=O)c3ccccc3)n2-c2ccccc2)cc1 was read as P. falciparum M17LAP -10.7%, SIAH1 antagonists -3.9%, ER stress rescue 0.0%, Hep lipid drop -3.7, XIAP displacement -0.3%, M1AAP inhibition 0.6%, NOD2 inhibition -13.4%, LYP phosphatase 8.3%, AID2073 -13.0% and Hep lipid drop cells 6.5 µM 752.
COCCn1c(=O)c2ccccc2c2ccccc2c1=O was read as P. falciparum M17LAP -2.7%, SIAH1 antagonists -4.2%, ER stress rescue -1.8%, Hep lipid drop -12.4, XIAP displacement -4.5%, M1AAP inhibition -3.6%, NOD2 inhibition 0.4%, LYP phosphatase -10.4%, AID2073 5.7% and Hep lipid drop cells 6.5 µM 685.
Screening Cc1c(C(=O)c2ccccc2C(=O)O)sc2ccccc12 returned SIAH1 antagonists 2.4%, Hep lipid drop -5.8, NOD2 inhibition -0.5%, LYP phosphatase -6.4%, AID2073 14.3% and Hep lipid drop cells 6.5 µM 806.
COc1cccc(CNC(=O)C2CCC(=O)N(CCc3cccc(F)c3)C2)c1 (stereo unspecified) was read as SIAH1 antagonists 5.5%, Hep lipid drop 7.7, NOD2 inhibition -2.7%, LYP phosphatase -7.4%, AID2073 -3.0% and Hep lipid drop cells 6.5 µM 638.
`O=C(N1CCN(Cc2ccc3c(c2)OCO3)CC1)C12CC3CC(CC(C3)C1)C2` gave SIAH1 antagonists 1.0%, ER stress rescue 1.1%, XIAP displacement -2.4%, NOD2 inhibition -21.7%, LYP phosphatase -6.7% and AID2073 -4.0%.

High-throughput results: PubChem, several laboratories

The list is partial, so the mix of outcomes need not match the whole.
